# High-throughput results (PubChem BioAssay)
# KB-3-1 tox: KB-3-1 parental cell cytotoxicity; KB-3-1 viability, CellTiter-Glo ATP luminescence, 72 h; Potency, µM (doses to about 46.1 µM), inactives show at the highest dose activity change, negative = cytotoxic, usual class: cytotoxic; actives 1.4% (n = 400,000); AID 1347075; also: % is scaled to controls: 0 for no effect and ±100 for the full control effect; nearly all actives have a fitted effect of over 60% in size
#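 Screening of KB-3-1 cells (DMEM, 10% FBS, phenol-red free) ran from lowest to highest compound concentration; after 72 h at 37 °C viability was read luminescently and curves fitted.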
# HT1080NT lethal: kills 2HG-producing HT-1080-NT fibrosarcoma cells; Potency, µM (doses to about 46.1 µM), inactives show top-dose activity, negative = less viability, actives largely listed as cytotoxic; actives 1.6% (n = 360,000); HT-1080-NT fibrosarcoma viability, CellTiter-Glo ATP luminescence, 48 h;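 also: NT is the 2HG producing partner of a matched IDH1 knockdown line; 0% = DMSO-treated cells and -100% = media-only wells without cells; nearly all actives have a fitted effect of over 55% in size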
#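 Viability of the 2HG-overproducing fibrosarcoma line after 48 hours of compound exposure at 37 degrees C was determined by luminescence with CellTiter-Glo, and concentration-effect curves were then fitted and categorized.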
# SW480 rerep: induces DNA re-replication in SW480 colon adenocarcinoma cells; AID 624297; SW480 DNA re-replication, Hoechst DNA content imaging, 48 h; Potency, µM (highest dose often 46.1 µM), without a hit: at the highest dose re-replication activation, hits mostly activators; actives 1.8% (n = 340,000); also: % of control where 0% means no effect; nearly all actives have a fitted effect of over 55% in size
#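 Compounds, transferred as 23 nL by pin tool, were incubated with cells for 48 hr; DNA content per nucleus was then quantified by Hoechst staining and fluorescence plate imaging.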
# HT1080 IDH1KD tx: kills HT-1080 cells with IDH1 knockdown; Potency, µM (top dose mostly 46.1 µM), without a hit: at the top dose activity, negative = toxicity, actives largely listed as cytotoxic; AID 686971; HT-1080 IDH1 knockdown viability, ATP luminescence, 48 h; actives 2% (n = 360,000);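 also: 0% = DMSO wells and -100% = cell-free medium wells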
#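 Luminescent ATP read-out (CellTiter-Glo, 10 min at room temperature) after 48 h compound exposure at 37 °C gave viability of IDH1-knockdown HT-1080 cells. Activity was normalised to DMSO and cell-free wells, then fitted as concentration-response curves.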
# KB-V1 MDR tox: kills drug-selected multidrug resistant KB-V1 cells; KB-V1 MDR cells viability, CellTiter-Glo, 72 h; Potency, µM (doses to about 46.1 µM), without a hit: at the top dose activity change, negative = cytotoxicity, actives largely listed as cytotoxic; actives 3.4% (n = 400,000); AID 1347076; also: % is scaled to controls: 0 for no effect and ±100 for the full control effect; nearly all actives have a fitted effect of over 60% in size
#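 Cytotoxicity toward P-gp-expressing KB-V1 cells was determined as loss of CellTiter-Glo luminescence after 72 h at 37 degrees C. Compounds were tested in quantitative HTS format across a concentration range, with curves fitted to normalized data.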
# GLP-1R agonist: agonists of human GLP-1 receptor | actives 0.007% (n = 380,000) | P43220 | HEK293 GLP-1R CRE-luciferase, luminescence, 4-6 h; cells express a hypersensitive GLP-1R form | Potency, µM (titrated, usually from 45.6 µM), inactives show top-dose activation, hits mostly activators; also: % of control where 0% means no effect
# Target sequence (P43220 whole entry, looked up): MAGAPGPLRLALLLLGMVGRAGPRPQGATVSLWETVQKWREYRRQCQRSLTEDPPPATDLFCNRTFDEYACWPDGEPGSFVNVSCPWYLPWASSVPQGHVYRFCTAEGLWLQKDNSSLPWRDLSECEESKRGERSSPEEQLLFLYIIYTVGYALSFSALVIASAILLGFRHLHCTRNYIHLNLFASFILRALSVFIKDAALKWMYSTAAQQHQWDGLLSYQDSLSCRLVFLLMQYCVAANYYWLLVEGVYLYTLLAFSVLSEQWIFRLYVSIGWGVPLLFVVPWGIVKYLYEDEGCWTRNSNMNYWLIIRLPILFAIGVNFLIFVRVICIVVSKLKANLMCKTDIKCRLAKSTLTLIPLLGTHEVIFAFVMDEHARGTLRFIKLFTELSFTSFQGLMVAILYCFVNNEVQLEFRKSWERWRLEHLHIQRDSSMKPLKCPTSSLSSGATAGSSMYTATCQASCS
# GLP-1R inv ag: GLP-1 receptor (human) inverse agonism; actives 1.6% (n = 410,000); HEK293 GLP-1R CRE-luciferase, luminescence, 24 h; GLP-1R form is constitutively active; Potency, µM (series often up to 38.3 µM), for inactives: at the highest dose activity change, negative = inhibition, usual class: inhibitors; AID 624417; also: % is scaled to controls: 0 for no effect and ±100 for the full control effect; nearly all actives have a fitted effect of over 55% in size
#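 Luminescence readout: a drop in cAMP-driven luciferase signal flags inverse agonism at a constitutively active GLP-1R stably expressed in HEK293. Compound exposure lasted 24 hr at 37 deg C, 5% CO2.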
# TDP-43 yeast inh: TDP-43 toxicity inhibition in yeast | TDP-43 expressing yeast growth rescue, BacTiter-Glo, 24 h | Potency, µM (top dose mostly 46.1 µM), without a hit: top-dose growth rescue (activation), most hits filed as activators | actives 1.8% (n = 410,000); also: % of control where 0% means no effect; nearly all actives have a fitted effect of over 50% in size
#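 Growth rescue of TDP-43-toxic yeast measured as ATP luminescence (BacTiter-Glo). Cells grown to mid-log in raffinose, induced in galactose at OD600=0.02, exposed to compound 24 hr at 30 deg C.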
# GLP1R cytotox: cytotoxicity counter-screen for GLP-1 receptor inverse agonists; HEK293 cAMP-luciferase reporter cells, luminescence, 24 h; actives 0.13% (n = 410,000); AID 624418; Potency, µM (series often up to 38.3 µM), for inactives: at the highest dose activity change, negative = inhibition, most hits filed as inhibitors;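 also: loss of luciferase light is scored as toxicity; % is scaled to controls: 0 for no effect and ±100 for the full control effect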
#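 Luminescence readout: signal drop marks cytotoxicity. Plated cells grew 12 h at 37 °C, 5% CO2, received 23 nL compound for 24 h, then got luciferase reagent, read after 12 min at RT.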
# The depositor's hits bear a star; u = inconclusive; x = not tested or not shown; & = joins results of further samples; [ ] = dose if it differs, or a comment. Calls follow the shape of the dose curve; as a rule, active = well fitted curve in the direction sought with a large enough effect; inconclusive = small, poorly fitted or top-dose-only effect, or another doubt; inactive = no such curve, though single readings can be large; an effect the other way counts as inactive or inconclusive. Potency is read from the fitted curve at half-maximal effect.
no.	SMILES	KB-3-1 tox	HT1080NT lethal	SW480 rerep	HT1080 IDH1KD tx	KB-V1 MDR tox	GLP-1R agonist	GLP-1R inv ag	TDP-43 yeast inh	GLP1R cytotox
1	O=C(N=C1N=C2C=CC(Br)=CN2Cc2ccccc21)c1ccc([N+](=O)[O-])cc1[N+](=O)[O-]	-21%	-3%	1%	3%	14%	7%	15%	8%	67%[activator]
2	CC(=O)NC(c1ccc(F)c(F)c1)c1nc(-c2ccccc2)cs1 (centres undefined)	0%	-11%	x	10%	-22%	9%	-24%	u	1%
3	CC(C)C(=O)NN(C(=O)c1ccccc1)c1ccccc1	-4%	11%	-7%	6%	-4%	-2%	-14%	22%	5%
4	Cc1ccccc1Cn1nc(C)c(NC(=O)c2cc(CC(C)C)on2)c1C	-5%&-5%	0%	-10%	0%	-5%&0%	10%	u	0%&22%	1%&2%
5	COc1ccc(/C=N/NC(=O)c2ccc(COc3ccccc3Cl)o2)cc1	12%	u	-8%	u	16%	-1%	-22%	17%	4%
6	COC(=O)COc1ccc(S(=O)(=O)Nc2ccc3c(c2)OCO3)cc1	11%	9%	1%	9%	2%	3%	15%	-1%	3%
7	CC(C)C(C)NC(=O)COn1nnc2ccc(S(=O)(=O)N3CCOCC3)cc21 (centres undefined)	7%	4%	-1%	0%	0%	-1%	u	16%	-11%
8	CCCCNC(=O)c1cn(CC)c2cc(N3CCN(C(=O)c4ccco4)CC3)c(F)cc2c1=O	2%	13%	7%	10%	-10%	8%	16%	29%	9%
9	Cc1ccc(Cc2c(-c3cccc(Cl)c3)nc3c4ccccc4ccn23)cc1	0%	2%	x	-2%	26%	1%	u	0%	-9%
10	COC(=O)c1cc(OC)c(OC)cc1NC(=O)c1cc(OC)cc(OC)c1	-2%	3%	-2%	12%	-25%	11%	38%[activator]	20%	9%
11	CCN(Cc1ccccc1)C(=O)CCc1nnc(CCCc2ccccc2)o1	14%	0%	-2%	-1%	9%	8%	u	-20%[0.397 µM]	-8%
12	Cc1cc(C(=O)O)c(C)n1-c1ccccc1	4%	2%	-2%	0%	11%	-5%	-11%	18%	2%
13	O=C(Cc1ccccc1)N1CCN=C1SCc1ccc([N+](=O)[O-])cc1	-3%	-4%	-1%	-3%	-4%	-4%	-1%	u	-9%
14	O=C1CC(C(=O)N2CCN(S(=O)(=O)c3cccc(F)c3)CC2)CN1Cc1ccccc1Cl (centres undefined)	0%	4%	-1%	7%	u	-7%	4%	16%	5%
15	COc1ccc(CCNC(=O)CCCCn2c(=O)c3ccccc3n(Cc3cc(C)ccc3C)c2=O)cc1OC	3%	x	x	x	u	-1%	15%	0%	1%
16	CCC1(C)SC(N)=NN1C(C)=O (centres undefined)	9%	16%	0%	12%	3%	0%	2%	-3%	10%
17	CCOC(=O)c1c(C)[nH]c(C(=O)/C(C#N)=C/c2ccc(OC(F)F)c(OC)c2)c1C	-4%	0%	-3%	6%	u	1%	17%	22%	7%
18	CCOC(=O)c1c(S(=O)(=O)N2c3ccccc3CC2C)c(C)n(C)c1C (centres undefined)	0%	5%	22%	9%	6%	-3%	-26%	11%	-10%
19	CCOC(=O)NCc1cc(-c2nn(C)c(=O)c3ccccc23)ccc1C	-11%	-8%	2%	-11%	0%	0%	4%	-3%	u
20	Cc1ccn2c(Nc3ccccc3)c(-c3c[nH]c4ccccc34)nc2c1	0%	x	x	x	12%	x	u	17%	-1%
21	Cc1ccc2nc(CCc3nc4ccc(C)cc4o3)oc2c1	-14%	11%	-1%	0%	0%	3%	-1%	17%	-23%
22	Clc1cccc(CNCCCSc2nnnn2-c2ccccc2)c1	2%	x	x	x	12%	x	u	5%[9.22 µM]	7%
23	O=C(CCNS(=O)(=O)c1ccc(Cl)cc1)OCC(=O)c1ccc[nH]1	16%	18%	-4%	19%	-5%	7%	7%	-2%	2%
24	Cc1cnc(C(=O)N2CCN(S(=O)(=O)c3cc(C(F)(F)F)cc(C(F)(F)F)c3)CC2)cn1	2%	-5%	-3%	0%	u	-5%	3%	1%	1%
25	CC(=O)c1ccc(N2CCN(S(=O)(=O)c3ccc4c(c3)CC(=O)N4C)CC2)cc1	-3%	2%	11%	1%	0%	0%	9%	-2%	-11%
26	C/C(=N\Nc1cc(N2CCOCC2)nc(C)n1)c1cccc([N+](=O)[O-])c1	u	1%	-69%[inhibitor]	6%	u	6%	7%	u	-8%
27	O=C(NCCF)[C@H]1C[C@@H]1[C@H](NP(=O)(c1ccccc1)c1ccccc1)c1ccccc1	11%	0%	-12%	8%	-2%	0%	-11%	21%	-17%
28	COc1ccc(NC(=O)c2ccc3nc(C)sc3c2)cc1	-6%	-1%	19%	-2%	0%	12%	-19%	0%	-1%
29	O=C(NCc1cc(C(F)(F)F)cc(C(F)(F)F)c1)C12CN(Cc3ccccc3)CC1C(c1cccc([N+](=O)[O-])c1)=NO2 (centres undefined)	0%	1%	5%	6%	-14%	5%	-27%	1%	6%
30	CCN1C(=O)/C(=C\N2CCN(C)CC2)SC1=S	5%	14%	-5%	23%	9%	-4%	17%	-6%	-21%

# 2 entries from above, with values under each structure:
# Value order: KB-3-1 tox	HT1080NT lethal	SW480 rerep	HT1080 IDH1KD tx	KB-V1 MDR tox	GLP-1R agonist	GLP-1R inv ag	TDP-43 yeast inh	GLP1R cytotox
25	CC(=O)c1ccc(N2CCN(S(=O)(=O)c3ccc4c(c3)CC(=O)N4C)CC2)cc1
 : -3%	2%	11%	1%	0%	0%	9%	-2%	-11%
26	C/C(=N\Nc1cc(N2CCOCC2)nc(C)n1)c1cccc([N+](=O)[O-])c1
 : u	1%	-69%[inhibitor]	6%	u	6%	7%	u	-8%

# The listing continues.
no.	SMILES	KB-3-1 tox	HT1080NT lethal	SW480 rerep	HT1080 IDH1KD tx	KB-V1 MDR tox	GLP-1R agonist	GLP-1R inv ag	TDP-43 yeast inh	GLP1R cytotox
31	COc1cccc2cc(C(=O)Nc3ccc(S(=O)(=O)NCC4CCCO4)cc3)c(=O)oc12 (centres undefined)	6%	4%	-2%	4%	9%	7%	12%	-1%	25%
32	Cc1cc(N2CCCC2=O)ccc1S(=O)(=O)Nc1c(C)nn(C)c1C	-18%	0%	12%	0%	u	0%	12%	-20%	-7%
33	Cc1cc(F)ccc1NC(=O)C1CSC2(C)CCC(=O)N12 (centres undefined)	-6%	-1%	0%	3%	-1%	-10%	14%	20%	25%
34	OCCN=C1CCCc2c1[nH]c1ccc(Cl)cc21	2.1µM*	1%	-8%	-9%	0.73µM*	12%	6%	18%	7%
35	CC(C)(C)NNC(=S)Nc1cccc(C(F)(F)F)c1	1%	-22%	9%	10µM*	18%	11%	u	14%	u
36	COc1ccc(C(CNC(=O)c2oc3ccc(Cl)cc3c2C)N2CCCCC2)cc1 (centres undefined)	-29%&10%	1%	-3%	1%	-4%&0%	-3%	u	1%&9%	0%&20%
37	CCOC(=O)c1c(-c2cccc(C)c2)csc1NC(=O)C1CC=CCC1C(=O)O (centres undefined)	-3%	11%	-9%	6%[9.24 µM]	11%	3%	-1%	9%	-8%
38	Cc1cc(C)nc(SCC(=O)Nc2ncc(Cc3ccc(Cl)c(Cl)c3)s2)n1	u	u	u	u	u	-1%	-1%	7%	-13%
39	CC(=O)Nc1cc(NC(C)=O)cc(C(=O)OC(C)C(=O)Nc2ccc(S(=O)(=O)N3CCCC3)cc2)c1 (centres undefined)	22%	6%	-58%[inhibitor]	7%	u	5%	50%[activator]	-7%	-2%
40	CC(=O)Oc1ccc2c(c1)c(C(C)=O)c(C)n2C	-4%	-2%	-4%	14%	0%	16%	-1%	-18%	4%
41	CCN1CCN(CCC(=O)Nc2cc(C)ccc2C)CC1	20%	u	-2%	9%	u	3%	2%	4%	-5%
42	c1ccc(-c2nc(NCc3cccnc3)c3ccccc3n2)cc1	29%	-29%	3%	u	5%	u	0%	-7%	u
43	Cc1ccc(C(=O)N/C(=C\c2ccc(-c3cc(Cl)ccc3Cl)o2)C(=O)NCc2cccnc2)cc1	u	-27%	6%	-28%	16µM*	1%	u	-5%	1%
44	Cc1c(C(=O)NC2CCOC2)oc2c(F)cccc12 (centres undefined)	6%	5%	0%	2%	-1%	19%	3%	13%	-7%
45	NC(=O)c1nsc(C(=O)N(c2ccccc2)C(C(=O)NC2CCCC2)c2ccc3ncccc3c2)c1N (centres undefined)	4%	-5%	18%	-17%	-19%	6%	-27%	13%	-2%

# In the list so far, these have an aryl methoxy group.
no.	SMILES	KB-3-1 tox	HT1080NT lethal	SW480 rerep	HT1080 IDH1KD tx	KB-V1 MDR tox	GLP-1R agonist	GLP-1R inv ag	TDP-43 yeast inh	GLP1R cytotox
5	COc1ccc(/C=N/NC(=O)c2ccc(COc3ccccc3Cl)o2)cc1	12%	u	-8%	u	16%	-1%	-22%	17%	4%
10	COC(=O)c1cc(OC)c(OC)cc1NC(=O)c1cc(OC)cc(OC)c1	-2%	3%	-2%	12%	-25%	11%	38%[activator]	20%	9%
15	COc1ccc(CCNC(=O)CCCCn2c(=O)c3ccccc3n(Cc3cc(C)ccc3C)c2=O)cc1OC	3%	x	x	x	u	-1%	15%	0%	1%
17	CCOC(=O)c1c(C)[nH]c(C(=O)/C(C#N)=C/c2ccc(OC(F)F)c(OC)c2)c1C	-4%	0%	-3%	6%	u	1%	17%	22%	7%
28	COc1ccc(NC(=O)c2ccc3nc(C)sc3c2)cc1	-6%	-1%	19%	-2%	0%	12%	-19%	0%	-1%
31	COc1cccc2cc(C(=O)Nc3ccc(S(=O)(=O)NCC4CCCO4)cc3)c(=O)oc12 (centres undefined)	6%	4%	-2%	4%	9%	7%	12%	-1%	25%
36	COc1ccc(C(CNC(=O)c2oc3ccc(Cl)cc3c2C)N2CCCCC2)cc1 (centres undefined)	-29%&10%	1%	-3%	1%	-4%&0%	-3%	u	1%&9%	0%&20%

# Compounds were not picked by outcome. Share with any hit: about 9.4%.
